From PubChem BioAssay
BAZ2B block = qHTS Assay for Inhibitors of BAZ2B | Bromodomain adjacent to zinc finger domain protein 2B (Homo sapiens), Q9UIF8 | AlphaScreen BAZ2B-H3K14Ac peptide displacement | 360,000 compounds, 4.4% hits | Potency, µM (doses to about 114 µM), inactives show at the highest dose activity change, negative = inhibition, most hits filed as inhibitors; also: % is scaled to controls: 0 for no effect and ±100 for the full control effect; nearly all actives have a fitted effect of over 60% in size
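Multi-concentration screen (max 110 uM) measuring displacement of acetylated histone H3 peptide from BAZ2B by AlphaScreen, using 50 nM protein, 50 nM peptide and 10 ug/mL streptavidin donor plus Ni-chelate acceptor beads.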
POLB inh = qHTS Assay for Inhibitors of DNA Polymerase Beta; P06746; Pol beta primer extension/strand displacement, fluorescence kinetic; Potency, µM (doses to about 114 µM), without a hit: at the top dose activity change, negative = inhibition, usual class: inhibitors; 340,000 compounds, 1.3% hits; also: % is scaled to controls: 0 for no effect and ±100 for the full control effect
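Values derive from four-parameter Hill fits of normalized kinetic data: reads at 0 and 10 min following addition of 50 nM substrate to 10 nM Pol beta preincubated 15 min with compound.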
APEX1 inh = qHTS Assay for Inhibitors of the Human Apurinic/apyrimidinic Endonuclease 1 (APE1). recombinant APE1, TAMRA/BHQ-2 abasic DNA cleavage fluorescence. Potency, µM (highest dose often 65.8 µM), for inactives: top-dose activity change, negative = inhibition, usual class: inhibitors. 350,000 compounds, 0.35% hits. AID 2517, 2012;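 also: plate controls were vehicle for no effect and reference inhibitor for full effect; nearly all actives have a fitted effect of over 55% in size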
Target sequence (P27695 whole entry, looked up): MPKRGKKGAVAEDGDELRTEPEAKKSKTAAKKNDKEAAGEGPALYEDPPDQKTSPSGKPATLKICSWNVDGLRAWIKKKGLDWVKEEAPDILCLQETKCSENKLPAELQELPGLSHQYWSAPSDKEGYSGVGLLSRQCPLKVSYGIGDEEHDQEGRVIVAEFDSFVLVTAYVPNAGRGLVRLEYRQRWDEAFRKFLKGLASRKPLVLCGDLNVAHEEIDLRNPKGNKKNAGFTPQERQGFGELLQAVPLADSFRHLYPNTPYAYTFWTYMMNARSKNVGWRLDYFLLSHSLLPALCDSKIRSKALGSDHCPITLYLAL
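Measures dequenching upon AP-site incision of a 5'-TAMRA/3'-BHQ-2 THF-containing duplex, 50 nM; human APE1 0.75 nM after 15 min room-temperature exposure to compound; kinetic three-point read at one-minute spacing.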
Apoferritin bind = qHTS Assay for Identification of Novel General Anesthetics. Ferritin light chain (Equus caballus), P02791. apoferritin/1-aminoanthracene competitive binding, fluorescence. Potency, µM (titrated, usually from 77.5 µM), for inactives: at the highest dose activity change, negative = displacement, most hits filed as inhibitors. 350,000 compounds, 0.074% hits. AID 485281, 2010; also: % is scaled to controls: 0 for no effect and ±100 for the full control effect; nearly all actives have a fitted effect of over 20% in size
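Horse-spleen apoferritin (10 uM) in 50% saturated 1-aminoanthracene in PBS was incubated 10 min at room temperature with compound. Fluorescence (ex 380, em 535 nm) was normalized to free and bound 1-AMA, with concentration-response fitted by a four-parameter Hill equation.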
Pol iota inh = qHTS for Inhibitors of Polymerase Iota; DNA polymerase iota (Homo sapiens), Q9UNA4; Pol iota fluorescent replication assay, 10 min; Potency, µM (titrated, usually from 115 µM), without a hit: top-dose activity, negative = inhibition, actives largely listed as inhibitors; 390,000 compounds, 1% hits
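Fluorescent replication assay read twice, at 0 min and 10 min after adding 50 nM (final) substrate. Enzyme (10 nM) and compounds were first incubated 15 min at room temperature; enzyme-free buffer wells were negative controls.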
BLM helicase inh = qHTS Assay for Inhibitors of Bloom's syndrome helicase (BLM); RecQ-like DNA helicase BLM (Homo sapiens), P54132; recombinant BLM DNA unwinding, fluorescence dequenching; Potency, µM (doses to about 56.1 µM), without a hit: top-dose activity change, negative = inhibition, most hits filed as inhibitors; 350,000 compounds, 0.2% hits; AID 2528, 2010;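 also: plate controls were vehicle for no effect and no enzyme for full effect; nearly all actives have a fitted effect of over 35% in size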
POLH inh = qHTS for Inhibitors of Polymerase Eta; DNA polymerase eta (Homo sapiens), Q9Y253; recombinant Pol eta, fluorescent DNA replication assay; Potency, µM (titrated, usually from 114 µM), inactives show at the highest dose activity change, negative = inhibition, actives largely listed as inhibitors; 390,000 compounds, 1.2% hits; AID 588591, 2011; also: % is scaled to controls: 0 for no effect and ±100 for the full control effect
Target sequence (Q9Y253 whole entry, looked up): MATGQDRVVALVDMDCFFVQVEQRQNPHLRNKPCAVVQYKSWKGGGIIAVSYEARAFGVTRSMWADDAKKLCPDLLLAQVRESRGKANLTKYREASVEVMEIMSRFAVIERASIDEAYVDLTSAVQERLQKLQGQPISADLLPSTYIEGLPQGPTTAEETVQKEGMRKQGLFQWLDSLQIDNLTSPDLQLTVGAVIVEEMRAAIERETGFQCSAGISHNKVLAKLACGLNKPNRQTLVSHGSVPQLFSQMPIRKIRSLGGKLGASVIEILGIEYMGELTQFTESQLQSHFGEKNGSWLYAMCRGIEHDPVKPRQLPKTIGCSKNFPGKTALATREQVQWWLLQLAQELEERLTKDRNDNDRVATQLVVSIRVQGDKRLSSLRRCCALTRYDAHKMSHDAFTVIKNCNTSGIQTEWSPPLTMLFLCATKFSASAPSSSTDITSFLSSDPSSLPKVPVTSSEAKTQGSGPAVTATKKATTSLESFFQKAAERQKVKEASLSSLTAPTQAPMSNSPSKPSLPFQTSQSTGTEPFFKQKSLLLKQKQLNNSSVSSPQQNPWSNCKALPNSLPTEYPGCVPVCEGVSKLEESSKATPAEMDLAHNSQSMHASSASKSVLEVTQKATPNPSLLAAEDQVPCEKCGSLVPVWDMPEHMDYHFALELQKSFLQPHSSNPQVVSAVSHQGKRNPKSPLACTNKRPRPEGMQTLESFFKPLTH
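Fluorescent replication assay: 50 nM final substrate added after a 15 min room-temperature compound preincubation with 10 nM enzyme. Signal taken at 0 min and again at 10 min.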
Pol kappa inh = qHTS for Inhibitors of Polymerase Kappa; Potency, µM (doses to about 107 µM), for inactives: at the top dose activity, negative = inhibition, most hits filed as inhibitors; 400,000 compounds, 0.53% hits; DNA polymerase kappa (Homo sapiens), Q9UBT6; purified Pol kappa, fluorescent DNA synthesis assay, 10 min; also: % is scaled to controls: 0 for no effect and ±100 for the full control effect
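Pol kappa 10 nM + cpd, 15 min RT; start w/ substrate 50 nM final; fluorescence kinetic read, 0 and 10 min. Neg ctrl: buffer, no enzyme.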
G9a inh = qHTS Assay for Inhibitors of Histone Lysine Methyltransferase G9a. Histone-lysine N-methyltransferase EHMT2 (Homo sapiens), Q96KQ7. G9a H3K9 monomethylation, AlphaScreen, 2 h. Potency, µM (series often up to 102 µM), inactives show at the top dose activity, negative = inhibition, most hits filed as inhibitors. 350,000 compounds, 8.8% hits. AID 504332, 2011; also: % is scaled to controls: 0 for no effect and ±100 for the full control effect; nearly all actives have a fitted effect of over 75% in size
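Readings reflect AlphaScreen signal from monomethyl-H3K9 antibody detection. HMT at 20 nM; substrate b-H3K9 500 nM; cofactor SAM 20 uM; 2 h RT reaction; compounds tested as titrations in qHTS with 15 min preincubation.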
Starred values were filed as active, the others as inactive; ? = inconclusive; · = no result given; & = joins results of further samples; [ ] = remark or other dose. Calls follow the shape of the dose curve; as a rule, active = well fitted curve in the direction sought with a large enough effect; inconclusive = small, poorly fitted or top-dose-only effect, or another doubt; inactive = no such curve, though single readings can be large; an effect the other way counts as inactive or inconclusive. Potency is read from the fitted curve at half-maximal effect. An excerpt (hit frequency here may not be typical).

SMILES	BAZ2B block	POLB inh	APEX1 inh	Apoferritin bind	Pol iota inh	BLM helicase inh	POLH inh	Pol kappa inh	G9a inh
COc1cc2cc(CCCOC(=O)c3ccc(C(F)(F)F)cc3)oc(=O)c2cc1OC	9%	·	19%	·	23%	·	-15%	1%	4%[2.33 µM]
COc1ccc(Cc2noc(CN3CCCN(Cc4ccc(F)cc4)CC3)n2)cc1OC	-31%	?	-3%	-13%	24%	-2%	-13%	4%	-31%
COc1cc(N[C@@H](C)CCCN)c2ncccc2c1	·	·	·	-8%[29.3 µM]	·	-5%[21.4 µM]	·	2%[19.4 µM]	?
CCOC(=O)C1=C(C)N=C2SCCC(=O)N2C1c1ccc(OCc2ccccc2)cc1 (stereo unspecified)	8%	?	·	21%	10%	-11%	-23%	5%	17%[59 µM]
COc1cccc(/C=C/C(=O)NNC(=O)c2ccncc2)c1	-3%	·	-6%	·	23%	·	-14%	1%	-8%
COc1ccc(NC(=O)c2nc[nH]c2C(=O)N(C)Cc2ccccc2)cc1	-10%	-1%	-1%	-6%	12%	-7%	-17%	2%	-33%[12.7 µM]
CN(C(=O)c1cc2c(=O)oc3ccccc3c2s1)c1ccc(F)cc1	9%	?	·	-6%	-15%	-1%	-8%	-15%	?
Cc1c(O)c(CN2CCCCC2)cc2c3c(c(=O)oc12)CCC3	3%	1%	-6%	763%[activator]	24%	3%	-18%	-5%	3%[12.7 µM]
COCC(C)NC(=O)c1ccc2c(c1)S(=O)(=O)c1ccccc1C2=O (stereo unspecified)	-21%	0%	2%	-12%	23%	1%	-2%	10%	10%
C#CCOc1ccccc1CNc1ccccc1	6%	8%	1%	?	-14%	-9%	-3%	-10%	2%[59 µM]
CCN(CC(=O)Nc1ccc2c(c1)OCCO2)C(=O)c1ccc(C)c(S(=O)(=O)N2CCOCC2)c1	7%	·	-10%	·	28%	·	-21%	-19%	13%[59 µM]
COc1ccc(C2NC(C(=O)O)Cc3c2[nH]c2ccccc32)cc1CN1CCN(c2ccc(F)cc2)CC1 (stereo unspecified)	?	15%	22%	-11%	22%	-2%	-10%	-9%	28%[12.7 µM]
N/C(=N\N=C/c1ccc(F)cc1)N/N=C\c1ccc(F)cc1	?	-21%	6%	?	-2%	1%	-25%	-8%	50µM*
COc1cc(NC(=O)COCc2cc(-c3ccc4c(c3)OCO4)on2)c(OC)cc1Cl	2%	-7%	·	-10%	9%	-4%	?	-1%	-8%[59 µM]
Cc1ccc(C(=O)N/C(=C\c2cccc([N+](=O)[O-])c2)C(=O)NCc2ccncc2)cc1	-31%	17%	15%	2%	20%	4%	1%	-11%	-9%[59 µM]

Next section, overlapping the part above by 4 compounds.
SMILES	BAZ2B block	POLB inh	APEX1 inh	Apoferritin bind	Pol iota inh	BLM helicase inh	POLH inh	Pol kappa inh	G9a inh
COc1ccc(C2NC(C(=O)O)Cc3c2[nH]c2ccccc32)cc1CN1CCN(c2ccc(F)cc2)CC1 (stereo unspecified)	?	15%	22%	-11%	22%	-2%	-10%	-9%	28%[12.7 µM]
N/C(=N\N=C/c1ccc(F)cc1)N/N=C\c1ccc(F)cc1	?	-21%	6%	?	-2%	1%	-25%	-8%	50µM*
COc1cc(NC(=O)COCc2cc(-c3ccc4c(c3)OCO4)on2)c(OC)cc1Cl	2%	-7%	·	-10%	9%	-4%	?	-1%	-8%[59 µM]
Cc1ccc(C(=O)N/C(=C\c2cccc([N+](=O)[O-])c2)C(=O)NCc2ccncc2)cc1	-31%	17%	15%	2%	20%	4%	1%	-11%	-9%[59 µM]
O=S(=O)(Cc1ccccc1)Nc1ccccc1	5%	17%	-7%	-15%	17%	0%	-9%	-5%	·
O=C(O)COc1ccccc1/C=N/NC(=O)c1cccc(S(=O)(=O)N2CCOCC2)c1	?	4%	?	-18%	?	0%	-98%	-36%	14µM*
Cc1cc([N+](=O)[O-])nn1CCCC(=O)Nc1cccc(Cl)c1Cl	-3%	7%	-2%	-13%	79%[activator]	0%	-27%	-5%	-3%
O=C(Cc1cccs1)N(Cc1ccco1)C1(C(=O)NC2CCCCC2)CCCCC1	?	-2%	-9%	-3%	-18%	-2%	-2%	-5%	-6%
CCN1CCN(C(=O)c2cnn(-c3cccc(Cl)c3)c2C2CCN(C(=O)OC(C)(C)C)CC2)CC1	10%[57.1 µM]	12%	·	-7%	1%	1%	-9%	-7%	-28%[59 µM]
Cc1ccc(S(=O)(=O)n2nc(C)cc2N)cc1	4%	2%	-2%	-1%	78%[activator]	-6%	-2%	3%	7%
CN(C(=O)COC(=O)C1CCN(S(=O)(=O)c2ccc3c(c2)OCCO3)CC1)C1CCS(=O)(=O)C1 (stereo unspecified)	8%	·	27%	·	19%	·	-16%	-11%	-10%[2.33 µM]
CN=C1S/C(=C\c2ccc(O)c(Br)c2)C(=O)N1C	-2%	1%	41%[activator]	-2%	11%	-2%	3%	-8%	-5%[2.33 µM]
COc1ccc(OCCC(=O)Nc2ccc(S(N)(=O)=O)cc2)cc1	-18%	43%	20%	5%	47%[activator]	-1%	-17%	3%	3%
CC(=O)Nc1ccc(C(=O)NNC(=O)Cc2ccccc2)cc1	-4%	45%	15%	-2%	30%[activator]	-1%	-21%	-5%	·
COc1cccc(/C=C(\C#N)c2nc3ccccc3[nH]2)c1OCC(=O)O	9%	12%	8%	4%	54%[activator]	0%	15%	-23%	·
O=C(c1ccccc1Cl)n1nc(-c2ccco2)nc1NCc1cccs1	-4%	14%	·	-7%	3%	1%	-18%	-5%	-31%[59 µM]
CCOC(=O)c1c(C)[nH]c(CCC(=O)NCc2ccccc2Cl)c1C	-14%	-2%	·	5%	19%	2%	-19%	-11%[60.1 µM]	-1%[59 µM]
O=C(CCC1CCCCC1)NCCS(=O)(=O)N1CCN(c2ccccc2)CC1	1%	·	15%	·	11%	·	-12%	-4%	-31%
O=C(CN1CCCN(Cc2ccc(F)cc2)S1(=O)=O)NCc1ccccc1Cl	-2%	45%	·	-18%	13%	-4%	9%	3%	?
Cc1ccc(NC(=O)c2cc(=O)[nH]c3ccc(S(=O)(=O)N4CCOCC4)cc23)nc1	?	·	-5%	·	83%[activator]	·	-10%	-3%	?
O=C(OCc1nc2ccccc2c(=O)[nH]1)c1cccs1	-17%	1%	2%	-16%	6%	-1%	6%	-8%	-40%[59 µM]
O=C(NNC(=O)c1cccs1)c1ccc(S(=O)(=O)N2CCCCC2)cc1	-6%	18%	1%	4%	51%[activator]	0%	-10%	-19%	-5%[59 µM]
N[C@@H](Cc1ccccc1)c1nnc(SCc2ccccc2Cl)o1	7%	-6%	2%	-10%	27%	-3%	-4%	-6%	-18%[12.7 µM]
Cc1cnc(NC(=O)c2ccccn2)s1	35µM*	1%	3%	-1%	23%	0%	3%	-14%	24%
O=C(/C=C/c1ccc(Cl)cc1Cl)c1cccnc1	-37%	1%	-7%	-19%	?	-2%	?	-24%	8.9µM*
CCCC(=O)Nc1cccc(NC(=O)c2ccc3c(c2)OCO3)c1	10%	13%	-2%	-17%	21%	-5%	-9%	1%	4%[59 µM]
CCOCCCNc1nc2c([nH]1)c(=O)n(C)c(=O)n2C	-4%	5%	0%	-15%	-5%	3%	-11%	-2%	1%[12.7 µM]
O=C(Cn1cc(/C=N/O)c2ccccc21)N1CCOCC1	1%	3%	-2%	-10%	-5%	-2%	9%	-4%	-6%[12.7 µM]
COc1cccc(NC(=O)COc2coc(CN3CCN(c4ccccc4)CC3)cc2=O)c1	51%[activator]	·	0%	·	-8%	·	2%	-22%	-42%
O=C(NN=C1CCCCCC1)c1ccncc1	-12%	5%	-2%	-2%	32%	2%	-2%	-2%	·
CNC(=O)c1ccc(CN(C)CC(=O)Nc2ccccc2C(=O)NC2CC2)cc1	0%	·	-13%	·	20%	·	-23%	2%	-1%[2.33 µM]
CCCN1CCN(C(=O)C2CCCN(c3ncnc4c3nc3n4CCCCC3)C2)CC1 (stereo unspecified)	-16%	20%	76%[activator]	-7%	30%	2%	-11%	9%	12%
Cc1ccccc1NC(=O)Cn1c(=O)n(CCCCCC(=O)NCc2ccccc2Cl)c(=O)c2sccc21	?	8%	·	-11%	0%	-9%	-10%	-18%	1%[59 µM]
O=C(Cn1cc2c(n1)CCCC2)NCc1ccccn1	-2%	-3%	-9%	3%	?	4%	-2%	-2%	-2%[59 µM]
Cc1ccc(NC(=O)CSc2nnc(C3CC3)n2CC2CCCO2)c(C)c1 (stereo unspecified)	-2%	5%	63%[activator]	6%	6%	-4%	-2%	7%	4%
Cc1nnc(C)n1N	-8%	3%	26%	1%	7%	-2%	-4%	-24%	31%[activator]
CC1CCCN(CCCOc2ccc(Br)cc2Cl)C1 (stereo unspecified)	?	1%	-3%	-12%	66%[activator]	-1%	-3%	-16%	20µM*
Cn1cnnc1SC1c2cccc3cccc(c23)C1NS(=O)(=O)c1ccc(Cl)cc1 (stereo unspecified)	0%	-2%	0%	-9%	7%	0%	-20%	-11%	9%[59 µM]
O=C(N1CCCCCC1)n1c(Cc2ccccc2)nc2ccccc21	-5%	-5%	12%	-11%	5%	0%	-2%	-16%	?
CCN(c1cccc(C)c1)S(=O)(=O)c1ccc2c(c1)NC(=O)CCS2	-7%	35%&11%	-8%	-7%&4%	30%&41%[activator]	-1%&4%	-4%&-8%	-4%&-6%	-5%[59 µM]
CCSc1nc2c(c(=O)[nH]1)C(c1cccnc1)C(C(=O)OC)=C(C)N2 (stereo unspecified)	2%	17%	0%	-5%	9%	0%	-5%	1%	-4%[59 µM]

Single entries from above:
Cc1nnc(C)n1N in G9a inh → 31%[activator]
Cn1cnnc1SC1c2cccc3cccc(c23)C1NS(=O)(=O)c1ccc(Cl)cc1 (stereo unspecified) in APEX1 inh → 0%
